POLK inh: blocks human DNA polymerase kappa activity; Q9UBT6; purified Pol kappa, fluorescent DNA synthesis assay, 10 min; Potency, µM (titrated, usually from 107 µM), for the others: at the highest dose activity, negative = inhibition, most hits filed as inhibitors; actives 0.53% (n = 400,000); note: potency is the fitted concentration of half-maximal effect; % is set by controls: 0 for no effect and ±100 for the full control effect
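Kinetic fluorescence screen: compound preincubated 15 min RT with 10 nM enzyme; 50 nM substrate (final) initiates; reads at 0/10 min.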
APEX1 inh: APE1 (human) endonuclease inhibition; P27695; recombinant APE1, TAMRA/BHQ-2 abasic DNA cleavage fluorescence; Potency, µM (highest dose often 65.8 µM), for the others: at the highest dose activity change, negative = inhibition, actives largely listed as inhibitors; actives 0.35% (n = 350,000);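 note: potency is the fitted concentration of half-maximal effect; plate controls were vehicle for no effect and reference inhibitor for full effect; nearly all actives have a fitted effect of over 55% in size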
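Measures dequenching upon AP-site incision of a 5'-TAMRA/3'-BHQ-2 THF-containing duplex, 50 nM; human APE1 0.75 nM after 15 min room-temperature exposure to compound; kinetic three-point read at one-minute spacing.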
BLM inh: inhibitors of human Bloom syndrome helicase BLM | P54132 | recombinant BLM DNA unwinding, fluorescence dequenching | Potency, µM (doses to about 56.1 µM), without a hit: top-dose activity change, negative = inhibition, most hits filed as inhibitors | actives 0.2% (n = 350,000);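 note: potency is the fitted concentration of half-maximal effect; plate controls were vehicle for no effect and no enzyme for full effect; nearly all actives have a fitted effect of over 35% in size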
POLB inh: DNA polymerase beta (human) inhibition. Potency, µM (doses to about 114 µM), for inactives: at the top dose activity change, negative = inhibition, usual class: inhibitors. P06746. Pol beta primer extension/strand displacement, fluorescence kinetic. actives 1.3% (n = 340,000); note: potency is the fitted concentration of half-maximal effect; % is set by controls: 0 for no effect and ±100 for the full control effect
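Reaction started by 50 nM substrate onto compound-treated Pol beta (10 nM, 15 min preincubation, room temperature); plates read at 0 min and 10 min. Normalized concentration-effect data fitted by four-parameter Hill equation.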
Pol iota inh: DNA polymerase iota (human) inhibition. Q9UNA4. Pol iota fluorescent replication assay, 10 min. Potency, µM (titrated, usually from 115 µM), for the others: at the top dose activity, negative = inhibition, most hits filed as inhibitors. actives 1% (n = 390,000). AID 588590; note: potency is the fitted concentration of half-maximal effect
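Pol iota at 10 nM preincubated 15 min with compounds at room temperature; reaction started with fluorescent substrate, 50 nM final. Fluorescence read kinetically at 0 and 10 min; buffer-only wells as negative control.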
ALOX12 inh: ALOX12 (human) lipoxygenase inhibition; P18054; purified 12hLO, xylenol orange hydroperoxide absorbance; Potency, µM (doses to about 108 µM), for inactives: at the highest dose activity change, negative = inhibition, hits mostly inhibitors; actives 1.1% (n = 580,000); AID 1671190; note: potency is the fitted concentration of half-maximal effect; % is set by controls: 0 for no effect and ±100 for the full control effect
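Hydroperoxide product was detected by ferrous iron/xylenol orange as the 573 to 405 nm absorbance ratio. Arachidonic acid at 40 uM (final) was turned over for 30 min at room temperature by 150 nM human 12hLO, pH 7.0 Hepes buffer, after 15 min compound preincubation.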
Apoferritin bind: candidate novel general anesthetic via apoferritin binding. apoferritin/1-aminoanthracene competitive binding, fluorescence. actives 0.074% (n = 350,000). P02791. Potency, µM (titrated, usually from 77.5 µM), inactives show top-dose activity change, negative = displacement, actives largely listed as inhibitors. AID 485281; note: potency is the fitted concentration of half-maximal effect; % is set by controls: 0 for no effect and ±100 for the full control effect; nearly all actives have a fitted effect of over 20% in size
Target sequence (P02791 2-175 limits assumed): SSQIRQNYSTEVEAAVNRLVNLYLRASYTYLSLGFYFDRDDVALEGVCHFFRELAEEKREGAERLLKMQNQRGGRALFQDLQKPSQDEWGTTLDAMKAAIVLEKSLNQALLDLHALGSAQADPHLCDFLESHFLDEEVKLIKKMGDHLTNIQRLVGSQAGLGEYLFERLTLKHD
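Horse-spleen apoferritin (10 uM) in 50% saturated 1-aminoanthracene in PBS was incubated 10 min at room temperature with compound. Fluorescence (ex 380, em 535 nm) was normalized to free and bound 1-AMA, with concentration-response fitted by a four-parameter Hill equation.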
TRHR agonist: TRH receptor (human) agonism. P34981. TRHR cells, calcium flux fluo-8, FDSS agonist mode. activation, % at 2 µM. actives 0.18% (n = 360,000). AID 493084; in the data active = activation above about 30%; note: 0% is about no effect
Target sequence (P34981 whole entry, looked up): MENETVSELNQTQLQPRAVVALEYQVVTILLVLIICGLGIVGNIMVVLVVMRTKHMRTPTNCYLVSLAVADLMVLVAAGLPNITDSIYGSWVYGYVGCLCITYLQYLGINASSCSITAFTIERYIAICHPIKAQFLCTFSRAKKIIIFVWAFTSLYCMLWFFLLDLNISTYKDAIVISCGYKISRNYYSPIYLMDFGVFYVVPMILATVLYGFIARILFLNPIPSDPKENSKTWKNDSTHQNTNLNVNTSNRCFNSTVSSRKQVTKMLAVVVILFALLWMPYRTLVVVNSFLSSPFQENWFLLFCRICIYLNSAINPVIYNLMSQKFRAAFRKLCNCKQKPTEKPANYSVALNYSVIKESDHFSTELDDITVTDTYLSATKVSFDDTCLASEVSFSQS
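Agonist-mode FDSS calcium read (Ex 480/Em 530, 1 s cycles) in 1536-well TRHR cells with fluo-8 dye, after 10-cycle baseline and 23 nL compound addition; TRH at EC20 (10 nM final) added afterwards for the enhancer phase.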
ERG Ets-DNA blk: ERG Ets/DNA interaction inhibition. Potency, µM (highest dose often 76.9 µM), inactives show at the top dose FP activity, negative = inhibition, most hits filed as inhibitors. actives 0.028% (n = 370,000). fluorescence polarization, His-ERG Ets domain / labelled DNA. P11308; active = well fitted inhibition curve with a large enough effect in the polarisation, with a control signal flat; inconclusive = small, poorly fitted or top-dose-only effect, or effect the other way, or a change in a side signal; inactive = no such curve, though single readings can be large or run the other way; the % refers to the polarisation;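 note: polarization taken with two DNA probes labelled with fluorescein and Texas red; potency is the fitted concentration of half-maximal effect; % of control where 0% means no effect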
Target sequence (P11308 whole entry, looked up, the tested form may be a part): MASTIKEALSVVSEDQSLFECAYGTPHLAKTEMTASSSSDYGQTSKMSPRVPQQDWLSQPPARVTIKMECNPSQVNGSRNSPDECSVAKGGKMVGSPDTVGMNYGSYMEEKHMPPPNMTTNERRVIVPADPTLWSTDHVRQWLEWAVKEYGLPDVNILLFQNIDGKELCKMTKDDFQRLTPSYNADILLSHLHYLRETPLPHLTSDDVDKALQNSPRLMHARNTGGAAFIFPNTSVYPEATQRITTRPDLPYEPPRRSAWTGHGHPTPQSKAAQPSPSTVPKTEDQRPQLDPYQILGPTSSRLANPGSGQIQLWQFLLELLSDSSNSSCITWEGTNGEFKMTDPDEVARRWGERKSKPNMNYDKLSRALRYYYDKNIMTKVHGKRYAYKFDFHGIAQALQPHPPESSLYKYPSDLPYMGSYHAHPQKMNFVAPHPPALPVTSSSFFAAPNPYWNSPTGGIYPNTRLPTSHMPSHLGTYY
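His-tagged ERG Ets domain (1 uM in the protein solution; 300mM KCl, 50mM Tris-HCl, 1mM EDTA, 1mM DTT, pH 7.5) received compound, then a probe mix of 5 nM fluorescein-DNA and 100nM Texas-615-DNA. Fluorescence polarization was read for both dyes.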
Numbers without * were called inactive; i = inactive; u = inconclusive; x = not tested or not shown; [ ] = remark or other dose. Unless noted, calls come from the whole dose curve; as a rule, active = well fitted curve in the direction sought with a large enough effect; inconclusive = small, poorly fitted or top-dose-only effect, or another doubt; inactive = no such curve, though single readings can be large; an effect the other way counts as inactive or inconclusive.

entry	SMILES	POLK inh	APEX1 inh	BLM inh	POLB inh	Pol iota inh	ALOX12 inh	Apoferritin bind	TRHR agonist	ERG Ets-DNA blk
1	O=C(N/N=C1\CCSC1)c1cc(Cl)ccc1O	-8.3%	0.9%	-2.9%	22.7%	57.7%[activator]	-6.7%	-18.0%	0.2	-1.9%
2	CC(C)c1ccc(NC(=O)CSc2nc(=O)n(CCN3CCOCC3)c3c2CCC3)cc1	u	-1.1%	x	x	9.0%	-0.7%	x	-0.1	-2.0%
3	COc1ccccc1C(=O)NC(=O)CSc1nnnn1C	-4.2%	14.8%	x	x	34.0%[activator]	0.9%	x	x	1.4%
4	Cc1ccc(C)c(S(=O)(=O)c2nnn3c2nc(NC2CCCC2)c2sccc23)c1	2.1%	x	-6.8%	7.3%	6.7%	-22.3%	-19.1%	0.1	5.1%
5	Cc1noc(NS(=O)(=O)c2ccc(NC(=O)C(C)C)cc2)c1C	-6.8%	47.6%[activator]	-5.1%	3.5%	85.5%[activator]	0.0%	-0.3%	0.1	14.2%
6	CN(CC(=O)N1CCN(c2ccccc2)CC1)S(=O)(=O)c1cccs1	-8.3%	0.2%	-3.3%	-13.8%	-10.6%	u	8.8%	0.6	-4.5%
7	CCOC(=O)c1ccc(NC(=S)Nc2ccc(C)cc2)cc1	-6.6%	-6.0%	-2.1%	84.8%	79.1%[activator]	-26.1%	-9.5%	-0.1	-8.5%
8	CCOC(=O)C1=C(CC)Nc2ccccc2N=C1NC(=O)c1cc(C)on1	4.4%	-9.8%	x	x	5.5%	18.3%	x	-0.4	10.6%
9	Cc1nc(NC(=O)COC(=O)c2cccs2)c(Cl)cc1Cl	-8.0%	9.3%	x	x	10.2%	u	x	0.6	2.3%
10	CC(=O)N1NC(=Nc2ccccc2)SC1(C)C	-5.4%	10.5%	-3.5%	-17.1%	154.8%[activator]	0.1%	-17.7%	-0.2	5.9%
11	COc1cc(-c2nccc3cc4c(cc23)OCO4)cc(OC)c1OC	-3.0%	x	x	x	11.8%	-0.7%	x	x	-2.9%
12	NC1=NC[C@H](Cc2ccc(O)cc2)N1CCC12CC3CC(CC(C3)C1)C2	-6.8%	-2.8%	-1.3%	1.9%	8.0%	u	-10.6%	-0.2	13.0%
13	N#C/C(=C\c1ccc(C#N)cc1)C(=O)c1ccccc1	2.8%	1.3%	-5.2%	-2.8%	u	u	4.3%	-1.4	-8.2%
14	CCCn1nc(NC(=O)c2cccs2)c2cc3cc(C)ccc3nc21	-10.5%	-3.3%	-15.8%	20.4%	-18.7%	u	7.3%	1.1	-2.7%
15	CCCCNC(=O)C1CCC(CNS(=O)(=O)c2c(C)cc(C)cc2C)CC1 (stereo not drawn)	-25.0%	5.1%	-3.5%	8.8%	-13.7%	u	7.0%	-1.0	1.8%
16	CCN1CCN(CCCCOc2ccccc2F)CC1	-7.9%	1.3%	-1.3%	1.9%	45.5%[activator]	u	-7.6%	0.5	-2.8%
17	Cc1ccc(-c2nnc(CSc3nnc(COc4ccccc4)n3-c3ccccc3)o2)cc1	-15.9%	-4.7%	-7.8%	3.7%	4.8%	0.0%	9.6%	-0.3	-0.7%
18	O=C1C2C(c3ccccc3)CC=CC2C(c2cccc(Br)c2)N1Cc1ccccc1 (stereo not drawn)	-10.5%	9.4%	-11.3%	x	-4.3%	x	-10.6%	x	x
19	COc1ccccc1-c1cc(C(=O)Nc2cc(OC)c(OC)c(OC)c2)no1	-11.7%	x	-15.5%	-29.4%	5.1%	-22.4%	-18.4%	-0.3	4.3%
20	O=C(NCCN1C(=O)S/C(=C/c2cccnc2)C1=O)c1ccc(S(=O)(=O)N2CCCC2)cc1	-3.8%	x	x	x	-6.8%	u	x	x	21.1%

Full records, quoted from the list:
O=C1C2C(c3ccccc3)CC=CC2C(c2cccc(Br)c2)N1Cc1ccccc1 (stereo not drawn) in the list: POLK inh = -10.5%; APEX1 inh = 9.4%; BLM inh = -11.3%; POLB inh = x; Pol iota inh = -4.3%; ALOX12 inh = x; Apoferritin bind = -10.6%; TRHR agonist = x; ERG Ets-DNA blk = x
COc1cc(-c2nccc3cc4c(cc23)OCO4)cc(OC)c1OC in the list: POLK inh = -3.0%; APEX1 inh = x; BLM inh = x; POLB inh = x; Pol iota inh = 11.8%; ALOX12 inh = -0.7%; Apoferritin bind = x; TRHR agonist = x; ERG Ets-DNA blk = -2.9%

Other entries follow:
entry	SMILES	POLK inh	APEX1 inh	BLM inh	POLB inh	Pol iota inh	ALOX12 inh	Apoferritin bind	TRHR agonist	ERG Ets-DNA blk
21	COc1ccccc1CNc1nc(-c2ccco2)nn1C(=O)c1cc(OC)c(OC)c(OC)c1	-9.2%	x	-0.8%	4.2%	20.3%	-12.0%	-6.2%	-0.5	0.1%
22	C(=N\Nc1cc(N2CCCCC2)ncn1)/c1ccco1	-1.9%	-5.7%	-6.2%	u	-11.2%	0.0%	6.9%	-0.2	-0.6%
23	O=C(COc1ccc2oc3c(c2c1)CCCC3)Nc1ccc(Br)cc1	-20.7%	x	0.5%	-7.0%	u	-5.2%	-3.2%	0.4	2.0%
24	Cc1ncc(CSc2nc3ccccc3[nH]2)c(N)n1	-0.5%	5.5%	4.9%	-4.2%	-1.7%[58.9 µM]	7.0%	32.8%[activator]	-1.2	-3.1%
25	Cc1ccc(NC(=O)C2CCCN(c3nc4ccccc4s3)C2)c(C)c1 (stereo not drawn)	3.2%	x	1.4%	11.4%	8.7%	9.9%	7.0%	0.2	2.1%
26	COc1cccc(-c2ncc3ccccc3c2CO)c1	-12.1%	-6.6%	x	x	-18.4%	11.0%	x	-0.6	-14.0%
27	Cc1ccc(NC(=O)C(Cc2c[nH]c3ccccc23)NC(=O)OCC(C)C)cc1 (stereo not drawn)	2.7%	x	-13.1%	10.2%	6.9%	u	0.4%	-0.8	-1.9%
28	COc1ccccc1/C=C/c1nc(C#N)c(NCCc2ccccc2)o1	-12.8%	x	-9.7%	-21.3%	-2.6%	-22.9%	210.8%[activator]	-2.2	-2.8%
29	CS(=O)(=O)Nc1ccc(C2=NN(C(=O)c3cccc(F)c3)C(c3cccs3)C2)cc1 (stereo not drawn)	-22.3%	13.3%	-8.6%	-2.3%	-19.3%	38.9%[activator]	-1.1%	-1.3	-4.4%
30	O=C(Nc1ccccc1C(=O)OCc1cc(=O)n2nc(C3CC3)sc2n1)c1cccc(Cl)c1	-3.0%[60.1 µM]	x	-2.1%	8.6%	9.6%	-12.5%	38.2%[activator]	0.2	1.2%
31	Cc1ccc(S(=O)(=O)N2CCC(=O)CC2)cc1	-2.0%	44.8%[activator]	-1.2%	7.6%	43.7%[activator]	96.1%[activator]	-1.6%	0.2	3.3%
32	CC(NC(=O)Nc1ccc2c(c1)OCO2)C1CCCO1 (stereo not drawn)	-4.9%	-1.5%	-1.6%	u	3.4%	-18.7%	-6.1%	-0.1	-0.8%
33	COc1cc(NC(=O)CSc2nc3nc(C)c(Cc4ccc(C)cc4)c(C)n3n2)cc(OC)c1	-4.8%[60.1 µM]	x	-7.3%	5.7%	-13.6%	u	-4.4%	0.6	3.0%
34	O=C(N/N=C/c1ccccc1C(=O)O)c1ccc(COc2cccc3cccnc23)cc1	u	-1.6%	-6.0%	u	u	-28.9%	-19.8%	0.3	-0.9%
35	CC(=O)Nc1ccc(NC(=O)C(NC(=O)C2CCC(C)CC2)C(C)C)cc1 (stereo not drawn)	-14.7%	x	-0.6%	25.5%	8.8%	-33.9%	5.5%	-0.6	-6.9%
36	Cc1cccc2cc(CN(CCN3CCCC3)C(=O)NC3CCCCC3)c(=O)[nH]c12	3.1%	-0.4%	-6.9%	7.8%	-3.9%	39.7%[activator]	-23.0%	-0.7	0.1%
37	COc1ccc(-c2cccc(NS(=O)(=O)c3ccc(C)s3)c2)nn1	-3.7%[60.1 µM]	x	-0.5%	-5.4%	17.7%	-9.5%	-9.4%	-0.6	-3.1%
38	CCOCCCn1c(=N)c(C(=O)NCc2ccccc2)cc2c(=O)n3ccccc3nc21	-5.2%	x	3.5%	5.6%	10.7%	0.0%	139.3%[activator]	-0.7	-0.2%
39	Cc1ccc(S(=O)(=O)N(C)c2ccc(C(=O)Nc3ccccn3)cc2)cc1	-7.4%	-14.0%	x	x	14.3%	-5.3%	x	-0.1	9.0%
40	CCOC(=O)Cn1nc(C)n(-c2ccc(C)cc2)c1=O	-10.0%	0.2%	-0.4%	25.8%	17.7%	-7.1%	-3.6%	-0.1	3.1%
41	Cc1cc(F)ccc1S(=O)(=O)N1CCCOC1CNC(=O)C(=O)NC1CC1 (stereo not drawn)	-14.7%	5.0%	0.1%	14.8%	7.7%	i	0.5%	-0.8	-2.3%
42	CCCCn1c(N)c(N(CC)C(=O)Cc2ccc(S(=O)(=O)N3CCOCC3)s2)c(=O)[nH]c1=O	-5.2%	5.3%	x	x	11.6%	11.3%	x	0.4	-1.1%
43	CC(=O)N1CCC(=NNC(=O)CSc2cc(C)c(Br)cc2C)CC1	-1.4%	8.7%	5.9%	0.1%	12.6%	-7.1%	-16.8%	1.4	9.1%
44	Cc1nn(-c2ccc(Cl)cc2)c(N)c1C(O)(CSc1nccn1C)C(F)(F)F (stereo not drawn)	-18.8%	-3.4%	1.1%	-2.9%	-0.5%	0.0%	u	-0.5	4.1%
45	Cc1nn(C)c2c1c(-c1ccccc1)cc(=O)n2C(C)C(=O)NCCc1ccc(Cl)cc1 (stereo not drawn)	0.0%	x	-4.6%	-0.8%	0.7%	-25.6%	0.0%	0.1	9.6%
46	CC(C)Sc1nc2ccccc2n1CC(=O)NCc1ccc2c(c1)OCO2	-5.4%	2.2%	1.8%	16.0%	-9.9%[58.9 µM]	-27.2%	u	0.2	0.3%

Only part of the results is shown; count on the stated rates, not on these rows.
